NR2F2 inh: inhibitors of human COUP-TFII (NR2F2); P24468; HEK293T NGFI-A luciferase reporter, luminescence; inhibition, % at 8.6 µM; 370,000 compounds, 0.7% hits; AID 686940;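 active = inhibition above a per-plate cutoff, mean inhibition of test wells between control levels plus 3 SD, cut at about 38% in these data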;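 also: cells cotransfected with COUP-TFII expression vector driving the NGFI-A reporter; 0% = median of COUP-TF2 test wells and 100% = reporter-only cells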
NOD2 RIPK2 PPI: blocks binding of human NOD2 to RIPK2 | inhibition, % at 4.98 µM | O43353 | 360,000 compounds, 0.38% hits | CHO BLA complementation NOD2-RIPK2, CCF4 ratio; in the data active = inhibition above about 21%;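 also: 0% = vehicle only and 100% = reference blocker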
Target sequence (O43353 whole entry, looked up): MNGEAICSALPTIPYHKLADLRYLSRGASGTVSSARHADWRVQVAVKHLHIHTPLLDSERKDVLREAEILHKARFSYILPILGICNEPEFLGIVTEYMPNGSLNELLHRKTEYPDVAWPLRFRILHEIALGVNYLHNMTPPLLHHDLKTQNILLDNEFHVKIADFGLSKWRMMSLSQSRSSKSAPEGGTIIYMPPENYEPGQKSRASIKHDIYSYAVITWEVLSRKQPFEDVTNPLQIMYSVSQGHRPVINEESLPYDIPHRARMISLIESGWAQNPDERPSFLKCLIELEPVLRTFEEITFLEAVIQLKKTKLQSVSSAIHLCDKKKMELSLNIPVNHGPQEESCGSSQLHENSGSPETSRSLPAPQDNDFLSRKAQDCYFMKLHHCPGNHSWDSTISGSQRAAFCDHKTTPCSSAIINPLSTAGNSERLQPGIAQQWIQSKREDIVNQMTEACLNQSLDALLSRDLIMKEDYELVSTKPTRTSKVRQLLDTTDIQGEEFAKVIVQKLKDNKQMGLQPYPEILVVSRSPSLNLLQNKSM
LMP1 NFkB inh: Epstein-Barr LMP1 NF-kappaB reporter inhibition. LMP1-induced NF-kappaB luciferase reporter cells, luminescence. inhibition, % at 12.5 µM. 350,000 compounds, 0.69% hits. AID 504558; in the data active = inhibition above about 41%;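 also: 0% = neutral control wells and 100% = reference inhibitor control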
TLR9-MyD88 inh: inhibitors of human TLR9-MyD88 binding | Q9NR96+Q99836 | CHO BLA complementation TLR9-MyD88, CCF4 FRET ratio | inhibition, % at 4.98 µM | 340,000 compounds, 0.21% hits | AID 504734;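 active = inhibition above the mean over all tested compounds plus 3 SD, cut at about 21% in these data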;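 also: 0% = DMSO only wells and 100% = clavulanate BLA inhibitor control wells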
NR5A2 inv ag: NR5A2 inverse agonism in reporter assay; AID 602396; inhibition, % at 3.6 µM; O00482; 360,000 compounds, 0.13% hits; HEK293T StAR-luciferase reporter, LRH-1 transfected, 24 h;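 active = inhibition above the mean inhibition of all tested compounds plus 3 SD, cut at about 73% in these data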;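 also: 0% = DMSO wells and 100% = reporter-only cells lacking LRH-1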
Target sequence (O00482 whole entry, looked up): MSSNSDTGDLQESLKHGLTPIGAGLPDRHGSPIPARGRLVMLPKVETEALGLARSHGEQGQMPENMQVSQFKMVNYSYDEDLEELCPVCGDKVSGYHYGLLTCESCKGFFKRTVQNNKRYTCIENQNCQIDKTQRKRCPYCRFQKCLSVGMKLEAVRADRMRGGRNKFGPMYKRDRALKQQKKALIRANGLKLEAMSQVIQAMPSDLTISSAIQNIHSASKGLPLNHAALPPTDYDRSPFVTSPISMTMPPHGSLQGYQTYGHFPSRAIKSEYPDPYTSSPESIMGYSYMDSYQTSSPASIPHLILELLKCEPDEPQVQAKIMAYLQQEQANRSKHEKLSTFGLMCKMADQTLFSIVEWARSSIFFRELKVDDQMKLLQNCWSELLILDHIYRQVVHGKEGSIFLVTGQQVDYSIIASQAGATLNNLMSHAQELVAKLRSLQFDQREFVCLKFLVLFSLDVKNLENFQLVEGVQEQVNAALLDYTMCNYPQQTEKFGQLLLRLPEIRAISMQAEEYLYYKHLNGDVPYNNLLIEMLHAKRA
SRC1 inh: inhibits human SRC1 coactivator; HEK293 GAL4-SRC1 luciferase reporter, luminescence; inhibition, % at 3.6 µM; 360,000 compounds, 0.12% hits; Q15788;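 active = inhibition above the campaign mean plus 3 SD, with each screening campaign given its own cutoff, cut at about 60% in these data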;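 also: 0% = DMSO treated cells and 100% = gossypol at 36 µM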
MC4R ag barr: activates human MC4R beta-arrestin recruitment; activation, % at 8.9 µM; P32245; 360,000 compounds, 0.98% hits; U2OS MC4R beta-arrestin complementation, luminescence; percent of melanotan II response, DMSO zero; AID 540308;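 active = activation above a per-plate cutoff, the mean activation of sample wells on that plate plus 3 SD, cut at about 8% in these data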
MC4R antagonist: blocks human MC4R cAMP signaling. MC4R-expressing cells, MTII-stimulated cAMP, LANCE TR-FRET. P32245. 360,000 compounds, 0.48% hits. inhibition, % at 6.5 µM;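 active = inhibition above its plate's cutoff, the mean of tested wells on that plate plus 3 SD, cut at about 29% in these data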;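 also: 0% = Melanotan II alone and 100% = Melanotan II plus saturating MCL0020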
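Material – human MC4R-expressing U2OS cells · Repeats – no replicates · Detection – TR-FRET with Eu-cAMP and labeled anti-cAMP, 671 nm · Times – compound 30 min, challenge 1 h, detection 1 h · Compound – single nominal compound dose of 6.5 µM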
SRC3 inh: human NCOA3 inhibition | Q9Y6Q9 | HEK293 GAL4-SRC3 luciferase reporter, luminescence | inhibition, % at 3.6 µM | 360,000 compounds, 0.17% hits | AID 588352;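 active = inhibition above a per-campaign cutoff, the mean of all compounds plus 3 SD, cut at about 60% in these data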;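 also: 0% = DMSO-treated cells and 100% = gossypol-treated cells at 36 µM; higher means less SRC3-driven luciferase light from the GAL4 reporter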
NCOA2 inhibitor: human SRC2 (NCOA2) inhibition; inhibition, % at 9 µM; AID 651957; 370,000 compounds, 0.17% hits; Q15596; HEK293 GAL4-SRC2 luciferase reporter, luminescence;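 active = inhibition above the mean inhibition of all tested compounds plus 3 SD, set per campaign, cut at about 52% in these data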;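 also: 0% = DMSO treated cells and 100% = cells given Gossypol at 36 µM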
ABHD5 PLIN5 PPI: ABHD5-PLIN5 protein interaction inhibition; AID 602281; inhibition, % at 4 µM; Q00G26+Q8WTS1; Split G. princeps luciferase complementation, luminescence, 4 h; 360,000 compounds, 0.78% hits;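 active = inhibition above the mean inhibition across every tested compound plus 3 SD, cut at about 22% in these data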;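 also: 0% = DMSO only wells and the 100% control is not disclosed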
* marks the source's active call; other numbers are inactive results; . = not tested or not shown. These rows are one share of the data; rates above refer to the full screens.

SMILES	NR2F2 inh	NOD2 RIPK2 PPI	LMP1 NFkB inh	TLR9-MyD88 inh	NR5A2 inv ag	SRC1 inh	MC4R ag barr	MC4R antagonist	SRC3 inh	NCOA2 inhibitor	ABHD5 PLIN5 PPI
O=C(O)COc1cccc(NC(=O)C2CCCO2)c1 (configuration not stated)	-9.5	1.9	7.2	-3.0	15.1	-18.2	0.0	5.6	-5.7	9.0	4.6
S=C(NCCSCc1c(Cl)cccc1Cl)Nc1ccccc1	-3.4	-4.9	-1.0	-4.5	-14.5	-13.5	2.4	7.5	-3.9	14.2	-2.6
COc1ccc(NC(=O)CN2C(=O)COc3ccc(C)cc32)c(OC)c1	-3.9	-0.5	-4.2	-3.4	6.8	23.8	-1.2	4.9	18.8	8.2	4.0
Cn1c(N)c(C(=O)COC(=O)c2cc(-c3ccco3)nc3ccccc23)c(=O)n(C)c1=O	-6.2	-1.9	4.1	-2.5	-17.6	-9.7	1.2	-0.8	-3.4	-24.5	-3.8
CCCCNC(=O)C1C(c2ccccc2)=Nc2ccccc2N1C(=O)c1ccc(C(F)(F)F)cc1 (configuration not stated)	14.9	-0.2	.	.	26.8	.	.	.	.	-29.9	-2.5
CCOC(=O)C1(Cc2ccc(OC)cc2)CCN(C(=O)c2sc(C)nc2C)CC1	-4.1	0.3	-14.1	-2.0	-2.3	4.9	-1.8	20.5	6.5	31.4	4.8
COC(=O)Cc1c[nH]c2cccc(OCC(O)CN(Cc3ccc([N+](=O)[O-])cc3)C(C)(C)C)c12 (configuration not stated)	7.5	8.5	14.5	0.9	1.8	-3.7	1.1	6.5	14.1	10.1	-2.9
OC(C#CCN1CCOCC1)(c1ccccc1)C1CC1 (configuration not stated)	14.2	5.2	-6.2	9.4	19.1	-40.0	-1.8	-2.0	7.0	3.0	2.7
O=C(C1CCCCC1)N1CCN(S(=O)(=O)c2ccc(Br)cc2)CC1	-10.5	3.6	-11.4	2.5	-10.1	9.8	-1.7	-1.2	9.8	-17.7	-0.1
Cc1nn(-c2ccccc2C(F)(F)F)c(=O)c2noc(C)c12	-0.2	-0.8	8.1	1.4	8.8	-9.5	-1.8	1.7	23.3	-13.1	5.1
Cc1ccc2nc(-c3ccc(C#N)cc3)c(Cc3ccccn3)n2c1	-27.0	4.0	.	.	-46.6	-55.2	.	.	-52.8	-28.5	3.8
S=C(NN=Cc1ccc2c(c1)OCO2)NN=Cc1ccc2c(c1)OCO2	-16.6	-4.6	1.1	-16.0	-7.2	-30.4	-1.6	4.6	-29.6	-28.4	-14.1
CCCC(NC(=O)COc1cc2c(c3oc(=O)cc(C)c13)CCC(C)(C)O2)C(=O)O (configuration not stated)	16.3	-3.0	5.0	3.6	-2.5	1.6	0.1	0.4	-2.0	6.9	0.2
COc1ccc(S(=O)(=O)N2CCOC2CNC(=O)C(=O)NCCc2c[nH]c3ccccc23)cc1 (configuration not stated)	8.8	-16.6	9.2	-0.8	2.8	3.4	0.3	18.0	-10.8	26.7	-1.2
CC1(C)CC(=O)C(N=Nc2cc3c(cc2[N+](=O)[O-])OCCO3)=C(O)C1	12.5	-6.8	-0.5	3.9	-15.2	-14.0	-2.2	-12.0	7.1	-22.9	6.8
N#Cc1c(NCCN)nc(-c2ccccc2)c2c1CCCC2	-25.6	-0.6	-4.0	0.8	5.5	7.9	-2.3	-2.6	-1.1	-18.2	4.2
C#CCOCCOCCOCCNc1nc(N2CCN(C(=O)[C@H](CCCCN)n3cc([C@@H](N)C(C)CC)nn3)CC2)nc(N2CCN(C(=O)[C@H](Cc3ccc(O)cc3)n3cc([C@@H](N)C(C)CC)nn3)CC2)n1 (some centres not stated)	.	-3.9	6.6	15.6	-1.3	-13.2	0.4	0.0	-19.5	.	7.2
CN(/N=C/c1ccc2c(c1)OCO2)c1nc(N2CCOCC2)nc(N2CCOCC2)n1	13.4	-0.8	-5.8	-1.6	4.7	-0.8	1.5	3.0	7.6	-11.0	9.9
COc1ccc(CNC(=O)CCN2C(=O)c3ccccc3C2=O)cc1OC	10.0	-6.5	-8.7	6.1	-13.6	-2.1	-0.6	-4.0	-3.0	-11.1	4.7
Cc1ccc(S(=O)(=O)Nc2ccc3c(c2)C(=O)N([C@H](C)CO)C[C@H](C)[C@@H](CN(C)C(=O)Nc2ccc(C(F)(F)F)cc2)O3)cc1	-4.5	-12.3	-5.2	8.5	7.0	12.6	-0.8	-3.7	14.8	18.9	7.3
C[C@H](NC(=O)c1nc[nH]c1C(=O)N(C)CCO)c1ccccc1	-5.9	-2.5	.	.	-12.0	-14.6	.	.	-5.8	6.4	-1.7
COc1cccc(NC(=O)CN2CCCCCC2)c1	-35.2	-8.4	-6.6	-3.5	-9.6	-9.7	0.8	-1.7	2.6	-30.5	10.0
CC(C)Oc1ccc(C(=O)CCN2CCCCC2)cc1	14.5	-15.0	5.7	3.2	-2.0	-10.8	-1.2	13.6	-0.3	23.4	0.2
CC1=NN(C(N)=S)C(=O)C1N=Nc1ccc(Cl)cc1Cl (configuration not stated)	4.5	-5.1	-10.0	-8.9	-11.4	-53.5	-1.1	-1.5	-46.4	-38.4	0.8
CCc1nc(SCC(=O)NC2CCCC2)c2c(=O)n(C)c(=O)n(C)c2n1	3.1	3.7	1.1	1.8	16.5	-16.4	-1.8	-2.2	6.1	-0.3	-8.9
Cc1ccc2nc(-c3ccccn3)cc(C(=O)Nc3ccc(S(=O)(=O)N4CCOCC4)cc3)c2c1	-10.1	-9.2	3.9	7.1	-9.4	-5.6	2.0	-1.0	-0.2	19.1	1.6
Cc1ccccc1CC1(CO)CCCN(C(=O)c2cc(-c3ccccc3)no2)C1 (configuration not stated)	6.5	1.9	5.3	-0.5	-1.4	-12.1	-1.4	6.1	-3.1	-8.1	-10.7
COc1cccc(/C=N/NC(=O)c2cccs2)c1	-62.7	-3.6	-16.9	2.1	-123.4	-78.1	-2.0	-2.2	-80.2	-40.4	0.0
O=C(C[C@H]1CC[C@@H](NS(=O)(=O)c2ccccc2)[C@@H](CO)O1)NCc1ccc(Cl)c(Cl)c1	-22.7	-7.0	.	.	3.5	.	.	.	.	-17.7	-2.4
COc1ccc(NC(=O)Nc2ccncc2)c(OC)c1	-7.0	-8.8	-4.5	-2.8	-1.0	-12.8	-1.5	-4.8	-12.7	6.3	1.6
C/C(=N\NC(=O)c1ccccc1O)c1ccc(NC(=O)c2ccccc2)cc1	-28.4	-15.2	-3.8	-17.8	-162.2	-110.7	-1.8	-2.9	-114.2	-86.0	0.0
Fc1cnc(N2CCOCC2)nc1N1CCc2ccccc21	-19.5	-9.5	-18.4	-7.7	1.5	-26.6	0.6	1.2	-24.7	-2.5	-5.9
COc1ccc(Cn2nnnc2CN2CCC(O)(c3ccccc3F)CC2)cc1	11.0	-1.0	-3.0	13.2	16.2	4.5	0.8	10.4	25.7	-5.1	4.9
COC(=O)c1cccc2c1NC(=O)C2=O	-14.8	-18.5	2.6	-4.1	-7.0	-22.1	-1.2	-3.0	-11.9	-25.5	-15.5
CCCC(=O)N1CCCC1(C)C(=O)NCc1ccc(F)cc1Cl (configuration not stated)	18.6	-9.2	.	.	4.0	9.8	-1.4	3.2	6.9	19.8	-12.2
Cc1cc(C)cc(NS(=O)(=O)c2ccc3oc(=O)ccc3c2)c1	-9.3	3.1	7.7	-3.3	7.7	-9.0	-0.8	4.8	14.4	-8.6	-2.1
COc1cc2c(cc1OC)CN(CCC(=O)c1ccc(Br)cc1)CC2	-11.2	-6.5	4.2	1.4	3.3	-13.1	-2.2	14.5	14.6	-10.5	4.5
CCOC(=O)c1sc(NC(C)=O)cc1C	-9.5	-3.5	-4.7	-6.6	-3.2	2.3	-0.1	-6.3	4.1	8.1	-7.4
CCOc1ccc2oc(C(=O)OC(C(=O)NC(N)=O)C(C)C)c(C)c2c1 (configuration not stated)	-11.9	-0.1	-8.7	-3.8	-25.8	-13.8	-0.3	-2.1	16.1	-6.0	9.2
Cc1ccc(C)c(NC(=O)CN2C(=O)c3ccccc3C2=O)c1	14.3	-20.9	.	.	-1.4	2.8	2.0	1.9	-2.5	-5.5	2.6
CN(Cc1ccccc1)C(=O)CCc1ccccc1	17.1	0.4	11.0	-0.1	11.0	-4.2	-1.8	6.8	16.8	13.0	5.9
Oc1ccc(-c2[nH]nc(-c3ccccc3)c2-c2nc3ccccc3[nH]2)cc1	0.5	5.8	-13.9	-7.5	1.9	-29.9	-1.5	6.8	-1.7	-23.2	2.2
CC1(C)Cc2cccc(OCC(=O)OCc3nnc(-c4ccc([N+](=O)[O-])cc4)o3)c2O1	19.9	-1.9	9.2	2.6	-1.0	3.3	-2.1	7.0	3.1	10.6	1.8
Cn1cc(CNCc2ccc(OC(F)(F)F)cc2)c(-c2ccc3c(c2)OCCO3)n1	48.1*	4.2	9.6	-3.9	27.1	-0.3	3.6	-6.7	23.5	13.0	4.4
O=C(c1ccc(CN2CCc3ccccc3C2)cc1)N1CCc2ccccc2C1	2.5	-6.3	1.3	-13.4	0.6	-100.5	-0.6	-1.2	9.8	-21.2	-2.5
O=C(COc1ccc(Cl)cc1)OCc1csc(Nc2ccccc2)n1	-0.4	3.7	-1.8	-0.2	1.8	1.0	3.2	4.2	11.9	-11.4	-7.2
CC12CN3CCN(CC(C3)/C1=N/N=C/c1cccc([N+](=O)[O-])c1)C2	10.6	4.5	-5.2	-2.1	16.1	8.7	-1.7	-0.6	-3.6	-35.2	-1.5
Cc1ccc(-c2nn3c(C)nnc3s2)cc1NC(=O)c1ccc(OC(C)C)cc1	-19.2	6.2	8.7	-2.5	4.7	-26.7	-1.6	1.1	-5.2	-17.2	2.9
COc1ccc(N2CCN(C(=O)C3CCCN(S(=O)(=O)c4cccc5cccnc45)C3)CC2)cc1 (configuration not stated)	4.1	-6.0	-6.7	-6.1	0.6	-1.3	-1.3	-6.0	0.5	-11.2	-2.8
NC(=O)Cn1nc([N+](=O)[O-])nc1Oc1ccc(Br)cc1	6.6	-3.6	4.3	4.6	6.0	-0.6	-1.7	1.7	18.7	-5.5	-2.0
CCc1nnc(NC(=O)C(=O)NCCOC(=O)c2ccccc2Cl)s1	-1.9	-1.4	-6.2	3.4	19.9	-12.3	-1.7	-2.5	4.6	-5.2	-2.1
